Source: PubChem
TSHR antag = antagonists of human thyroid stimulating hormone receptor. P16473. TSHR-expressing cells, TSH-stimulated cAMP HTRF, 2 h; active compounds read low. activity change, negative = inhibition, % at 11.5 µM. 0.2% of 330,000 active. AID 504810;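 active means activity change below a set negative limit, meaning inhibition stronger than a set level, cut at about -70% in these data; inconclusive means activity change between two set negative limits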; further: on the % scale 0 is the no-effect control and ±100 the full control effect
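Competitive HTRF cAMP read-out (cryptate anti-cAMP antibody, cAMP-d2; 30 min, room temperature) in freshly harvested TSHR cells. Compounds added before TSH at EC80 (4nM final), followed by 2 hours' incubation at 37 deg C.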
ELG1 DNA repair = ELG1-dependent DNA repair inhibition | HEK293T ELG1-luciferase reporter, luminescence, 16 h; DNA damage induced by 5-fluorouridine | Potency, µM (top dose mostly 46.1 µM), inactives show at the top dose activity change, negative = inhibition, actives largely listed as inhibitors | 2.3% of 330,000 active | AID 504467; further: potency means the concentration at half of the fitted maximal effect; on the % scale 0 is the no-effect control and ±100 the full control effect; nearly all actives have a fitted effect of over 55% in size
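5-Fluorouridine DNA damage + compound/DMSO, 2,000 cells/well, 16 h, 37 °C/5% CO2. ONE-Glo, 30 min RT, luminescence. Readout = decrease in reporter signal.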
B2AR arrestin = beta2AR (human) beta-arrestin recruitment activity | AID 492947 | Potency, µM (series often up to 46.1 µM), inactives show at the highest dose activation, hits mostly activators | 0.02% of 330,000 active | P07550 | beta-arrestin recruitment to beta2AR, cell-based reporter;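 further: potency means the concentration at half of the fitted maximal effect; 0% = DMSO controls and full agonism = EC100 isoproterenol or metaproterenol; nearly all actives have a fitted effect of over 65% in size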
uPA generation = inhibitors of cell surface uPA generation; cell surface uPA generation assay, qHTS; AID 540303; Potency, µM (highest dose often 38.3 µM), for the others: top-dose activity change, negative = inhibition, actives largely listed as inhibitors; 0.31% of 330,000 active; active means well fitted inhibition curve with a large enough effect; inconclusive means small, poorly fitted or top-dose-only effect; inactive means no such curve, though single readings can be large or run the other way; tested in mouse RAW 264.7 cells; further: potency means the concentration at half of the fitted maximal effect; on the % scale 0 is the no-effect control and ±100 the full control effect; nearly all actives have a fitted effect of over 55% in size
TCR act = activates T cell receptor signaling. primary human leukocytes, anti-CD3, IL-2 HTRF, 48 h. Potency, µM (top dose mostly 9.22 µM), without a hit: top-dose activation of IL-2 secretion, hits mostly activators. 330,000 tested, under 10 active. AID 504894; further: % of control where 0% means no effect
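IL-2 release read by HTRF sandwich (Eu cryptate donor, d2 acceptor, 665 nm emission) after 48 hr exposure of primary human leukocytes to compound together with anti-CD3 beads in the absence of co-stimulatory signals.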
Mito fusion yeast = mitochondrial division inhibition or fusion activation | 0.23% of 320,000 active | S. cerevisiae fusion-defective mutant growth rescue, CellTiterGlo 48 h | Potency, µM (titrated, usually from 46.1 µM), for the others: at the top dose growth rescue (activation), hits mostly activators;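 further: potency means the concentration at half of the fitted maximal effect; % of control where 0% means no effect; nearly all actives have a fitted effect of over 45% in size; temperature-sensitive fusion mutants such as fzo1-1 at 37 °C on non-fermentable ethanol glycerol medium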
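S. cerevisiae fusion-defective temperature-sensitive mutants (e.g. fzo1-1, mgm1-5) grown 48 h at 37C in YPEG (ethanol/glycerol non-fermentable) medium with 23 nl compound per well; growth rescue read as CellTiterGlo luminescence.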
Eya2 inh = Eya2 (human) phosphatase inhibition. recombinant Eya2, OMFP fluorescence dephosphorylation (OMFP is methylfluorescein phosphate). O00167. AID 488837. 0.006% of 330,000 active. Potency, µM (titrated, usually from 76.9 µM), without a hit: top-dose activity, negative = inhibition, hits mostly inhibitors; further: potency means the concentration at half of the fitted maximal effect; on the % scale 0 is the no-effect control and ±100 the full control effect
Target sequence (O00167 whole entry, looked up): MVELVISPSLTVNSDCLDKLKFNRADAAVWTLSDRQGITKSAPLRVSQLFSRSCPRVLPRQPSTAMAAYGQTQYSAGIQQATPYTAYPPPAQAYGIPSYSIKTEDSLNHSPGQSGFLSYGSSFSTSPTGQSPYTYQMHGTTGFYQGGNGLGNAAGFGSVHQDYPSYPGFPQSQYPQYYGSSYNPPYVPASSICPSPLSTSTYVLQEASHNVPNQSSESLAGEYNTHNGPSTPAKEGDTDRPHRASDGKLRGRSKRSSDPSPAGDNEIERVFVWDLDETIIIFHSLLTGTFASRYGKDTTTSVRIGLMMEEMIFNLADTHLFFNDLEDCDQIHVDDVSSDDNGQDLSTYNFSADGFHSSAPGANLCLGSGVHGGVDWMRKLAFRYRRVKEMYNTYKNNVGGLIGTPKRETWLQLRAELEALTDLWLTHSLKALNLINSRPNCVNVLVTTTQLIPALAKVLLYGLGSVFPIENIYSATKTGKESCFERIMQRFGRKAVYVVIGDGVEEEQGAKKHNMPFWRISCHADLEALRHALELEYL
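Eya2 (0.2 uM) preincubated 10 min at ambient with compound, then OMFP substrate added at 50 uM; 10 min reaction in 50 mM HEPES pH 7.5, 50 mM NaCl, 5 uM MgCl2, 0.05% BSA, 1 mM DTT. Fluorescence read at Ex 485/Em 525 nm.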
Tb PFK block = inhibitors of T. brucei phosphofructokinase; 0.17% of 330,000 active; Potency, µM (highest dose often 57.5 µM), inactives show at the highest dose activity, negative = inhibition, actives largely listed as inhibitors; O15648; T. brucei PFK, ADP-Glo luminescence;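 further: potency means the concentration at half of the fitted maximal effect; 0% = uninhibited 1x PFK enzyme wells and -100% = no-enzyme wells; nearly all actives have a fitted effect of over 60% in size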
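ADP-Glo luminescence quantified ADP after 45 min at room temperature, with 1.25 nM T. brucei PFK, 0.1 mM ATP and 0.5 mM fructose-6-phosphate in pH 8.0 TEA buffer. qHTS titrations up to 57 µM; curves classified by quality.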
PTAP TSG101 blk = blocks PTAP/TSG101 interaction to inhibit HIV-1 budding | 340,000 tested, under 10 active | AID 493005 | Potency, µM (titrated, usually from 115 µM), for inactives: top-dose activity change, negative = inhibition, actives largely listed as inhibitors | Fluorescence polarization, FITC-PTAP peptide / Tsg101 binding | Q99816; active means well fitted inhibition curve with a large enough effect in the main read-out, with a control signal flat, not every such curve was filed as active; inconclusive means small, poorly fitted or top-dose-only effect, or effect the other way, or a change in a side signal; inactive means no such curve, though single readings can be large or run the other way; further: potency means the concentration at half of the fitted maximal effect; % of control where 0% means no effect
Target sequence (Q99816 whole entry, looked up): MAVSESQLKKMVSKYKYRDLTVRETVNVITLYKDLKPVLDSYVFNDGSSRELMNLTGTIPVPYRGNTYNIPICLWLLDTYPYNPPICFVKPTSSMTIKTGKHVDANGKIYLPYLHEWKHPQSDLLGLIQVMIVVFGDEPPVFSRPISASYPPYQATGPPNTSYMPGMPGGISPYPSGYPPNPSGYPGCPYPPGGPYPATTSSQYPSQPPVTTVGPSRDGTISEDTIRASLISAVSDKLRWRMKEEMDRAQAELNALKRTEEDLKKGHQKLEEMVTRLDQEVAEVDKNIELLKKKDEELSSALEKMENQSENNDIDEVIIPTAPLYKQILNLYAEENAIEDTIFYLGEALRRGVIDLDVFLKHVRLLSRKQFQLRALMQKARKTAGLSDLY
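Fluorescence anisotropy tracks displacement of a FITC-tagged PTAP peptide (50 nM) from the Tsg101 binding domain (10 uM), following a 20 min room-temperature incubation at pH 7.5.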
Chronic BCR inh = inhibitors of chronic active B-cell receptor signaling; ABC-DLBCL IkBa-CBG/CBR reporter, luminescence ratio, 4 h; Potency, µM (series often up to 46.1 µM), for inactives: top-dose ratio change, negative = lower green/red ratio, most hits filed as inhibitors; AID 493014; 0.05% of 340,000 active; active means well fitted inhibition curve with a large enough effect in the signal ratio, with a control signal flat, not every such curve was filed as active; inconclusive means small, poorly fitted or top-dose-only effect, or effect the other way, or a change in a side signal; the % refers to the signal ratio;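 further: potency means the concentration at half of the fitted maximal effect; plate controls were basal doxycycline-induced cells for no effect and cells given 10 µM MG132 for full effect; MG132 reads +100%, hits lower the ratio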
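Cell line TMD8 (human ABC DLBCL), stably expressing tet-inducible CBG68-IkBa fusion and CBR; IMDM/0.5% FBS; cpd up to 46 uM; dox induction, 4 h, 37C/5% CO2; dual luminescence; green/red ratio; MG132 control.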
USP2a inh = inhibitors of human ubiquitin-specific protease USP2a | 0.01% of 330,000 active | USP2 core, Ub-CHOP2 coupled fluorogenic reporter, 485/531 | AID 463254 | O75604 | Potency, µM (series often up to 38.3 µM), inactives show top-dose activity change, negative = inhibition, usual class: inhibitors;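 further: potency means the concentration at half of the fitted maximal effect; plate controls were DMSO wells for no effect and full inhibition by NEM control for full effect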
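Deubiquitinase activity read as fluorescence (485/531 nm) after Ub-CHOP2 cleavage activates the enterokinase reporter on its substrate; USP2 core 10nM, Ub-CHOP2 and substrate 25nM each, 30min compound preincubation then 60min RT; data normalized to NEM, curves fitted.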
Active calls of the source: *; ? = inconclusive; . = not tested or not shown; [ ] = remark or other dose. Unless noted, the call rests on the fitted dose curve; in most records, active means well fitted curve in the direction sought with a large enough effect; inconclusive means small, poorly fitted or top-dose-only effect, or another doubt; inactive means no such curve, though single readings can be large; an effect the other way counts as inactive or inconclusive.

SMILES	TSHR antag	ELG1 DNA repair	B2AR arrestin	uPA generation	TCR act	Mito fusion yeast	Eya2 inh	Tb PFK block	PTAP TSG101 blk	Chronic BCR inh	USP2a inh
C=CCn1c(-c2ccccc2OC)n[nH]c1=S	-2	7%	-0.9%	1%	-1%[46.1 µM]	-5%	0%	0%	-2%	-1%	1%
O=C(Nc1nc2c(s1)CN(Cc1ccccc1)CC2)c1c(F)cccc1F	6	?	0.2%	2%	0%	6%	4%	0%	3%	?	1%
COc1ccc(CCNC(=O)C2=COCCO2)cc1	-3	?	-1.1%	-4%	-6%[46.1 µM]	-1%	-2%	1%	0%	4%	-1%
O=C(Nc1nnc(S(=O)(=O)N2CCN(c3ccc(F)cc3)CC2)s1)c1ccco1	-1	19%	0.1%	3%	5%	7%	1%	2%	-1%	14%	1%
Cc1ccc(NC(=O)Nc2nnc(-c3ccncc3)s2)cc1C	-19	-9%	0.0%	-2%	-7%	8%	-4%	-2%	-1%	1%	3%
COc1cc(NC(=O)c2cc(Cl)nnc2Cl)cc(OC)c1OC	8	19%	0.1%	?	-11%	1%	-10%	-1%	-4%	?	1%
CC(=O)Nc1ccc(OC(=O)c2cc3ccccc3oc2=O)cc1	-3	?	0.0%	-4%	5%	-6%	8%	5%	-1%	-4%	0%
COCCN(C(=O)CSc1nnc(C)n1-c1ccc(C)cc1)c1c(N)n(Cc2ccccc2)c(=O)[nH]c1=O	2	7%	-0.1%	6%	1%	5%	11%	-15%	-1%	-24%	2%
O=C(CN1CCN(CC(=O)Nc2ccc(F)cc2)CC1)NCC1(N2CCOCC2)CCCCC1	-9	4%	0.0%	-8%	-1%	-3%	12%	0%	-4%	-11%	1%
O=c1nccc(N/N=C/c2cccc(O)c2)[nH]1	4	?	0.3%	-3%	-5%	-10%	-8%	-10%	0%	9%	-5%
CC(=O)Nc1ccc2c(c1)nc(CCN1CCN(c3ccccn3)CC1)n2C	-1	1%	-0.5%	-7%	-1%	1%	4%	-2%	2%	1%	3%
CCN(CC(=O)Nc1cccc(OC)c1)C(=O)c1ccco1	10	18%	0.3%	4%	-1%	7%	-2%	0%	2%	?	16%
Cn1c(=O)c(=O)n(C)c2cc(S(=O)(=O)N3CCN(c4ccc(F)cc4)CC3)ccc21	13	0%	-0.4%	1%	0%	-18%	7%	-5%	0%	-2%	0%
Cc1cc(C)nc(/N=C(/NC(=O)Nc2ccc(Cl)c(Cl)c2)Nc2ccccc2)n1	12	14%	-0.2%	.	0%[46.1 µM]	-6%	-8%	-2%	.	-1%	0%
COc1ccccc1-c1n[nH]c(=S)n1N	-2	11%	0.0%	1%	.	2%	6%	1%	0%	-10%	-6%
CNS(=O)(=O)c1cccc(C(=O)OCC(=O)Nc2ccccc2OC(F)F)c1	2	0%	-0.1%	6%	7%	3%	6%	-1%	2%	0%	0%
CCN=C(NCC)SC1CC(=O)N(c2ccccc2)C1=O (configuration not stated)	-13	-8%	-0.4%	3%	0%	2%	-5%	-6%	0%	0%	2%
Cc1ccc(Nc2nc(N)nc(CN3CCN(Cc4ccc5c(c4)OCO5)CC3)n2)cc1C	0	13µM*	0.1%	-1%	-4%	-6%	1%	-2%	-2%	-16%	0%
CCC(CO)Oc1cc(NCc2cc(C)cc(C)c2)c2ncn(C(C)C)c2c1 (configuration not stated)	15	-21%	-0.4%	1%	-3%	.	5%	4%	-6%	?	-5%
C/C(=N\NC(=O)c1nnn(-c2nonc2N)c1-c1ccc2c(c1)OCO2)c1ccccc1	3	.	-0.4%	-2%	1%	-2%	-2%	-3%	-7%	0%	2%
C=CCSc1nnc(NC(=O)CSc2nc3ccccc3o2)s1	-2	3%	0.0%	4%	-2%	5%	-8%	1%	-5%	8%	0%
CSCCC(NC(=O)c1ccc(Cl)cc1Cl)C(=O)N(C)Cc1nc2ccccc2c(=O)[nH]1 (configuration not stated)	7	-9%	-0.1%	-2%	1%	-7%	-21%	12%	-2%	-3%	0%
Cc1onc(-c2ccccc2)c1C(N)=O	4	11%	-0.1%	3%	1%	3%	-2%	-1%	0%	9%	-2%
CCNC(=S)N(CCc1c(C)[nH]c2ccccc12)Cc1cc(OC)c(OC)c(OC)c1	-8	-13%	-0.5%	17%	-3%	5%	-6%	0%	-7%	-1%	6%
Cc1cc(-c2n[nH]c(=S)n2/N=C/c2c[nH]c3ccccc23)n[nH]1	-14	-3%	0.1%	-1%	5%	1%	11%	-12%	-3%	?	3%

(continued)
SMILES	TSHR antag	ELG1 DNA repair	B2AR arrestin	uPA generation	TCR act	Mito fusion yeast	Eya2 inh	Tb PFK block	PTAP TSG101 blk	Chronic BCR inh	USP2a inh
CS(=O)(=O)c1ccc(Cl)c(NC(=O)CSc2nc3ccccc3c(=O)n2Cc2ccco2)c1	2	-12%	-0.6%	-1%	1%	3%	-1%	-11%	-1%	0%	0%
CC(=O)/C(=N\Nc1ccc(C)cc1)N1CCOCC1	-4	4%	-0.3%	-2%	-2%	-8%	-2%	0%	-4%	0%	1%
CCN1C(=O)C(CC(=O)Nc2ccccc2)S/C1=N\c1ccccn1 (configuration not stated)	16	14%	0.0%	-1%	-3%	-6%	1%	-6%	2%	?	2%
CC(C)(C)N(Cc1ccccc1)C(=O)CN1C(=O)c2ccccc2C1=O	15	?	-0.2%	-1%	10%	2%	2%	-9%	-8%	0%	-2%
COc1ccc(NC(=O)C(=O)Nc2cccc3cccnc23)c(OC)c1	-8	-13%	-0.4%	4%	0%	-1%	-5%	-1%	-5%	6%	3%
COc1ccc(Cl)cc1S(=O)(=O)NCCCn1ccnc1	-2	3%	-0.2%	-1%	.	0%	4%	0%	-2%	5%	-2%
Cc1cc(Cl)ccc1NC(=O)COC(=O)c1cc([N+](=O)[O-])ccc1N1CCOCC1	-2	?	-0.5%	6%	2%	13%	-3%	0%	0%	-17%	-1%
COc1ccccc1-n1nnnc1SCC(=O)N1CCCC1=O	15	?	-0.1%	-6%	-3%	1%	13%	-1%	3%	-3%	0%
COc1ccc(NC(=O)CN2CCN(CC(=O)Nc3cc(OC)cc(OC)c3)CC2)cc1	11	?	0.1%	-3%	2%	9%	-20%	0%	1%	-12%	-1%
CCN(CC)C(=O)CSc1nc2cc3c(cc2c(=O)n1Cc1ccco1)OCO3	-5	?	-0.1%	-4%	.	-1%	6%	1%	4%	10%	2%
Oc1cccc2ccc(/C=C/c3cccs3)nc12	2	?	6.0%	.	-15%	6%	23%	1%	0%	?	0%
COc1ccc(NC(=O)C(CCS(C)(=O)=O)N2C(=O)c3ccccc3C2=O)cc1 (configuration not stated)	4	2%	-0.4%	2%	10%	-5%	6%	0%	1%	6%	2%
CCOc1ccccc1NC(=O)c1cc(-c2ccccn2)nc2ccccc12	-6	?	-0.9%	?	1%	7%	-3%	-3%	0%	-1%	2%
COc1ccccc1/C=C/C=N/n1c(-c2ccc(F)cc2)n[nH]c1=S	-9	-18%	-0.7%	1%	4%	-6%	-11%	5%	1%	?	5%
NC(=O)C1CCN(C(=O)c2ccc([N+](=O)[O-])cc2NC(=O)c2cccs2)CC1	-11	29%	0.0%	-4%	-4%	5%	2%	3%	-6%	-1%	0%
CCN(C(=O)CSc1nc2ccc(Cl)cc2[nH]1)C1CCS(=O)(=O)C1 (configuration not stated)	20	?	0.0%	-2%	-3%[46.1 µM]	.	4%	0%	0%	1%	0%
O=C(NC1CCCCC1)C1CCN(c2ncccn2)CC1	-10	-8%	-0.1%	1%	7%	4%	1%	-13%	-1%	9%	0%
CC(=O)c1ccc(NC(=S)NCCc2ccc(S(N)(=O)=O)cc2)cc1	-1	17%	0.2%	0%	0%	-6%	-9%	-4%	0%	13%	-8%
O=C(O)c1sccc1SCc1ccc(Cl)c(Cl)c1	2	6%	0.1%	0%	-7%	4%	12%	-7%	-7%	?	0%
O=C(COc1ccc(S(=O)(=O)Nc2ccccc2)cc1)NCc1ccccn1	8	-6%	-0.4%	8%	-6%	0%	-11%	-1%	-2%	-1%	-1%
Cc1ccc2c(C)nc(N/C(N)=N/S(=O)(=O)c3ccccc3)nc2c1	-8	19%	-0.2%	0%	4%	0%	-6%	-4%	-3%	8%	-1%
O=C(COc1coc(CN2CCc3ccccc3C2)cc1=O)Nc1ccc(Cl)cc1	-4	2%	0.4%	1%	1%	-3%	-29%	-6%	2%	-7%	-3%
O=C(CCC(=O)c1cccs1)NCc1ccc(F)cc1	8	0%	-0.8%	8%	5%	2%	11%	-1%	-4%	9%	0%
